Screens (PubChem BioAssay)
CHOP inhibitor: CHOP inhibition in unfolded protein response | actives 3.8% (n = 220,000) | inhibition, % at 10 µM | AID 2732 | CHO-K1 CHOP-promoter luciferase, tunicamycin-induced, 15-18 h;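 active = compounds that reduced the stress-induced luciferase reporter signal by more than about 70% of percent inhibition, limit read from the data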;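 also: 0% = tunicamycin plus vehicle and 100% = wells without tunicamycin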
14-3-3 Bad PPI: disrupts binding of bovine 14-3-3 zeta to phospho-Bad peptide. P63103. TR-FRET 14-3-3zeta/Dy647-pBad peptide displacement, 1 h. inhibition, % at 21.7 µM. actives 0.71% (n = 220,000). AID 781;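 active = inhibition above about 70%, limit read from the data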;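 also: 0% = full 14-3-3 plus peptide FRET controls and 100% = background without 14-3-3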
Target sequence (P63103 whole entry, looked up): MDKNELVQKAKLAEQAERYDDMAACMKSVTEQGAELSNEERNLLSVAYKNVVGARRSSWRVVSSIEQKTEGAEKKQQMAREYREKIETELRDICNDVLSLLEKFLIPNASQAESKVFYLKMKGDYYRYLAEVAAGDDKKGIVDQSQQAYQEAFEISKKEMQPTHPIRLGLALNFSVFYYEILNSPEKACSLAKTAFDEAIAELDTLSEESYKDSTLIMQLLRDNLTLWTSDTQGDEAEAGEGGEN
TRPML3 agonist: activates the human TRPML3 channel; Q8TDD5; HEK293 TRPML3-YFP, Fluo-8 calcium fluorescence; 100% = the carbachol control signal; activation, % at 3 µM; actives 0.29% (n = 220,000); AID 1448;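 active = activation above its plate's cutoff, the mean activation of the plate's test wells plus 3 SD, cut at about 12% in these data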;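 also: 0% = DMSO only wells and 100% = carbachol wells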
Target sequence (Q8TDD5 whole entry, looked up): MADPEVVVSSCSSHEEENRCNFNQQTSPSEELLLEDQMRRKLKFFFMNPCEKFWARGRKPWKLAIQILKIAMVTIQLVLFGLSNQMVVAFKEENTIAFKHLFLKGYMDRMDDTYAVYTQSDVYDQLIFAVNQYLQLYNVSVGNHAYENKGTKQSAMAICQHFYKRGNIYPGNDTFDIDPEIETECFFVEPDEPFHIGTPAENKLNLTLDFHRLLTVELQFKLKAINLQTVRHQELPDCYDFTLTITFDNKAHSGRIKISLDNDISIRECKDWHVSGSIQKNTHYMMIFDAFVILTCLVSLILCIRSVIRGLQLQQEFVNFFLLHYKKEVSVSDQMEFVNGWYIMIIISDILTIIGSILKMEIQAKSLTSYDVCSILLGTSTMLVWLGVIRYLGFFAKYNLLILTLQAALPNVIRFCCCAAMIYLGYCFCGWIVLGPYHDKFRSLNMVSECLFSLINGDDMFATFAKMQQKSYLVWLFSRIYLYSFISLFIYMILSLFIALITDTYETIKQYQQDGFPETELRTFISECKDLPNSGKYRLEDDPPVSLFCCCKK
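Test system – HEK293 line with stable expression of human TRPML3-YFP channel · Control set – carbachol 87 µM final as high control (100%), DMSO as low control (0%) · Signal – Fluo-8 calcium dye fluorescence, ex 470-495, em 515-575 nm · Incubation – 1-h 37 °C dye load, 5-s basal, 120-s post-compound reads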
NPY Y1 blocker: antagonists of human neuropeptide Y receptor Y1; actives 1% (n = 200,000); inhibition, % at 3.6 µM; HEK293-CNG Y1 cells, membrane potential fluorescence; NPY at EC95, then isoproterenol;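 active = inhibition above the campaign mean inhibition of all tested compounds plus 3 SD, cut at about 20% in these data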;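 also: 0% = DMSO wells given NPY plus isoproterenol and 100% = isoproterenol alone without NPY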
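Assay system: HEK293 Y1/CNG channel cell line; Doses: single compound dose of 3.6 µM, 0.4% DMSO; Timing: dye 3 h, compound 60 min room temperature, stimulation 45 min; Technique: Membrane-potential fluorescent dye readout; Measure: % inhibition of NPY effect.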
zfTRPN1 agonist: agonists of zebrafish TRPN1 channel; activation, % at 3 µM; HEK293 zebrafish TRPN1-YFP, Fluo-8 calcium fluorescence; 100% = response to 87 µM carbachol; actives 0.18% (n = 220,000);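 active = activation above its plate's cutoff, the mean activation of test wells on that plate plus 3 SD, cut at about 19% in these data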;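 also: 0% = DMSO alone and 100% = 87 µM carbachol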
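System: zebrafish TRPN1-YFP in HEK293 cells / Dosing: 3 µM single point / Timing: dye loading 1 h at 37 °C, then 30 min room temperature / Signal: Fluo-8 calcium fluorescence, excitation 470-495 nm, emission 515-575 nm / Read-out basis: percent activation from peak over basal fluorescence ratio, control-normalized / Control set: high carbachol 87 µM, low DMSO alone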
PPC-1+TRAIL kill: PPC-1 cancer cell killing with TRAIL present; PPC-1 cells + TRAIL, ATPLite viability luminescence; cell killing (% activity), % at 4 µM; actives 0.41% (n = 220,000); AID 1443;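 active = cell killing above 50% in the first pass at 4 µM, then a duplicate retest at 5 µM averaging 50% or more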;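 also: plate controls were cells with TRAIL plus DMSO for no effect and medium-only wells lacking cells for full effect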
EP2 mod: modulators of human EP2 prostaglandin E2 receptor; actives 0.83% (n = 260,000); EP2-expressing cells, cAMP HTRF FRET, PGE2 co-stimulation; P43116; induction, % at 25 µM;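 active = compounds whose cAMP rise, as percent of the full-agonist control response, exceeds 60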;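 also: rat C6 glioma line stably carrying human EP2 under a CMV promoter; the protocol text gives 20 µM as final concentration; 100% = response of wells given 1 µM PGE2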
NPY1 pot ag: potentiators or agonists of human neuropeptide Y receptor Y1; P25929; AID 1304; NPY-Y1 expressing cells, potentiator/agonist activation; activation, % at 3.6 µM; actives 0.37% (n = 220,000); in the data active = activation above about 33%, passing the limit was not always enough;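 also: cells stimulated with NPY at EC10 then isoproterenol at EC100; 0% = low agonist plus stimulus and 100% = saturating agonist plus stimulus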
PGE2 EP2 inh: blocks the human prostaglandin E2 receptor EP2; P43116; C6 glioma cells expressing human EP2, cAMP TR-FRET; cells stimulated with saturating PGE2; inhibition, % at 25 µM; actives 0.52% (n = 260,000); AID 1422;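 active = percent inhibition above 40 after rounding to a whole number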;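 also: rat C6 glioma host cells with rolipram phosphodiesterase inhibitor present; the protocol text gives 20 µM as final concentration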
* hit, by the source's call; / = not tested or not shown; & = joins results of further samples; [ ] = remark or other dose. These rows are one share of the data. The share of hits here may be higher or lower than overall.

SMILES | CHOP inhibitor | 14-3-3 Bad PPI | TRPML3 agonist | NPY Y1 blocker | zfTRPN1 agonist | PPC-1+TRAIL kill | EP2 mod | NPY1 pot ag | PGE2 EP2 inh
O=C(NC1CCCCCCC1)c1ccc(S(=O)(=O)N2CCCC2)cc1 | 9 | -9 | 0.1 | 4 | 2.0 | -4 | -9 | 6 | 7
CCN(CC)CCNCc1ccc(Br)cc1OCC(=O)NCc1ccccc1 | -2 | 3 | 1.0 | 8 | 0.3 | 8 | 4 | -18 | -1
COc1cc2ccccc2cc1C(=O)NCC(c1cccs1)N(C)C (configuration not stated) | 11 | -14 | 0.7 | 4 | -0.4 | 22 | 7 | -3 | 6
CCOC(=O)c1oc2ccc(OC)cc2c1NC(=O)CN1CCN(C)CC1 | 8 | 21[fluorescence artefact?] | -0.1 | 8 | 0.9 | 17 | 1 | -16 | 3
CCn1c(SCC(=O)Nc2nc3ccccc3s2)nnc1-c1ccc(Br)cc1 | 12 | 7 | 0.8 | 1 | -0.9 | -16 | -3 | 4 | 8
O=C(NNS(=O)(=O)c1ccc([N+](=O)[O-])cc1)c1cnn(-c2ccccc2)c1-n1cccc1 | 21 | 11 | 0.1 | 7 | 0.9 | -6 | 22 | -5 | 8
CN1CCN(CC(O)COc2ccc(OCC(O)CN3CCN(C)CC3)cc2)CC1 (configuration not stated) | -13 | -2 | -0.2 | 0 | 0.1 | -12 | -3 | 2 | 12
CCCc1cc(=O)n2[nH]c(-c3ccco3)nc2n1 | 7 | 0[fluorescence artefact?] | 1.3 | 7 | 0.0 | -2 | -1 | -10 | 13
CC1CCN(S(=O)(=O)c2cccc(C(=O)NCc3ccco3)c2)CC1 | -3 | 3 | -0.3 | 3 | -1.1 | -11 | 15 | 10 | 6
CCOC(=O)CSc1cc(CS(C)(=O)=O)nc(-c2ccccn2)n1 | -19 | -4 | 0.5 | 3 | -1.5 | 12 | 20 | 15 | 5
CC1CN(C(=O)c2ccncc2)CC(C)O1 (configuration not stated) | 6 | 6 | -0.1 | -2 | 0.3 | 21 | 2 | -22 | 6
COc1ccc(CN2CCCC2C(=O)Nc2ccc(OC)c(OC)c2)cc1OC (configuration not stated) | -16 | 1[fluorescence artefact?] | 0.5 | 2 | 0.5 | -3 | 24 | -1 | 7
NC(=O)C1CCN(C(=O)CCCCCn2c(=O)[nH]c3ccsc3c2=O)CC1 | -17 | 13 | 0.9 | -6 | 0.2 | 11 | -19 | -24 | 3
Cc1ccc(C(=O)NNC(=O)C2CCN(Cc3ccc(Cl)c(Cl)c3)CC2)cc1 | 41 | 5 | -0.3 | 3 | 0.7 | -5 | 4 | 7 | 13
O=C1NC(c2cn(-c3ccccc3)nc2-c2cccs2)C(C(=O)c2cccnc2)C(O)(C(F)(F)F)N1 (configuration not stated) | -21 | 0 | 0.5 | -1 | -1.3 | 20 | 3 | 11 | 10
c1cn2cc(-c3ccc4c(c3)OCO4)nc2s1 | 7 | 12 | -0.1 | -6 | -1.3 | 46 | -24 | -20 | 1
Cc1ccccc1NC(=O)/C=C/c1cccc(C(F)(F)F)c1 | 39 | -20 | -0.5 | 7 | -1.6 | -6 | 1 | 3 | 5
CCC(=O)Nc1ccc(Cl)c(NC(=S)NC(=O)c2ccco2)c1 | -13 | 1[fluorescence artefact?] | 0.9 | 7 | 2.7 | 13 | -24 | 18 | 2
O=C(NC12CC3CC(CC(C3)C1)C2)c1cncc(O)c1 | -2 | -2[fluorescence artefact?] | 0.0 | -1 | 0.6 | -6 | 5 | -18 | 3
Cc1cccc(NC(=S)NC(=O)c2ccc(Br)o2)c1 | -36 | -7 | -0.3 | 6 | 0.5 | 6 | -2 | -14 | 3
COCCn1nnnc1C(c1cc2c(C)cc(C)cc2[nH]c1=O)N1CCCCCC1 (configuration not stated) | 6 | -1 | 0.1 | -1 | 1.2 | 21 | -3&-2 | -7 | 8&9
Cc1ccc(NS(=O)(=O)c2cccc(C(=O)O)c2)cc1S(=O)(=O)N1CCCCC1 | -12 | -3 | 0.6 | 0 | -0.2 | 16 | 15 | -19 | 8
Cc1ccc(S(=O)(=O)NC(N)=NCCc2ccc(Cl)cc2)cc1 | 15 | 6 | -0.8 | 3 | -3.4 | 22 | 1 | 19 | 6
Cc1ccc(C(=O)N2NC(c3ccccc3F)C3C(=O)N(c4cccc(C)c4)C(=O)C32)cc1 (configuration not stated) | -12 | 0[fluorescence artefact?] | 0.8 | -2 | 0.3 | 8 | 12 | -9 | /
COc1ccc(-n2c(SCC(=O)Nc3cccc(S(N)(=O)=O)c3)nc3ccccc3c2=O)cc1OC | 12 | 3 | 1.1 | / | 1.7 | -3 | -20 | 18 | 4

The list goes on.
SMILES | CHOP inhibitor | 14-3-3 Bad PPI | TRPML3 agonist | NPY Y1 blocker | zfTRPN1 agonist | PPC-1+TRAIL kill | EP2 mod | NPY1 pot ag | PGE2 EP2 inh
Cc1ccn(S(=O)(=O)c2ccc(C(C)(C)C)cc2)n1 | -9 | 11 | 0.5 | 2 | 1.1 | -16 | 5 | -13 | 17
COc1ccc(Cl)cc1NC(=O)CSc1nnc(-c2ccncc2)n1CC1CCCO1 (configuration not stated) | 22 | -2 | 0.1 | -10 | -1.0 | -8 | -12 | -19 | 15
COc1ccc(-c2cc(N3C(=O)Nc4ccccc4N3O)n[nH]2)c(OC)c1 | 1 | -2 | 0.5 | 0 | -0.4 | 10 | 29 | 3 | 1
O=C(Cn1c(-c2ccccc2Cl)nc2ccccc21)Nc1cccc(Cl)c1 | 2 | -4 | -0.6 | 6 | 0.1 | 8 | 6 | 2 | 14
O=C(Nc1ccccc1-c1nnn(CC(=O)N2CCCc3ccccc32)n1)c1ccco1 | -2 | -10 | -0.1 | 13 | -0.6 | -6 | -37 | -60 | 3
O=C(Cn1c2c(c(-c3ccccc3Cl)cc1=O)CCC2)NCCCN1CCOCC1 | 6 | -3 | 0.7 | / | 0.4 | 0 | 14 | 8 | 11
Cc1ccccc1NC(=S)NCc1ccc2c(c1)cc(C)n2C | 0 | 5[fluorescence artefact?] | 0.5 | -2 | -2.5 | 1 | -40 | 5 | 7
Cc1ccc(NC(=O)c2ccc(OC(F)(F)F)cc2)cc1S(=O)(=O)N(C)C | 40 | 5 | 4.0 | -1 | 11 | 3 | -1 | 12 | 7
O=C(Cc1sc(-c2ccccc2)nc1-c1ccccc1)Nc1ccc(Cl)cc1 | -5 | -2 | 0.2 | -2 | -1.1 | -4 | 21 | -14 | 21
COC(=O)c1cc(C(=O)OCC(=O)NCc2ccc3c(c2)OCO3)cc([N+](=O)[O-])c1 | -24 | -4 | 0.8 | 1 | -0.1 | 19 | -5 | 12 | 11
CCN(CC)S(=O)(=O)c1cccc(C(=O)Nc2cccc(C)c2)c1 | 18 | -7 | 0.0 | 8 | -0.1 | 2 | -36 | -4 | 12
CCCCC1N2CC3([N+](=O)[O-])CN1CC([N+](=O)[O-])(C2)C3(C)C (configuration not stated) | 14 | -1[fluorescence artefact?] | 0.2 | -3 | -0.8 | -2 | 18 | -1 | 3
O=C(Oc1cccc2cccnc12)c1ccco1 | 15 | 6 | 1.2 | 4 | 2.5 | 23 | 29 | -17 | 14
CC(=O)C1=C(C)NC(=O)NC1c1ccccc1OCC(=O)NCCc1ccccc1 (configuration not stated) | 16 | 2 | 0.7 | 0 | 0.1 | 1 | 4 | 18 | 9
COc1ccc2nc(NCCO)[nH]c2c1 | 16 | 0 | -0.3 | 0 | -0.5 | 10 | -4 | 17 | 16
Cc1ccc(C(=O)N2CCN(c3ccc([N+](=O)[O-])c(N4CCOCC4)c3)CC2)cc1 | 31 | -2 | -0.1 | -2 | -1.4 | -4 | -3 | 4 | 6
S=c1[nH]nc(-c2cccs2)n1C1CCCCC1 | 14 | 0 | 0.0 | / | -1.4 | 8 | 14 | -2 | 2
CC1CCN(c2ccc([N+](=O)[O-])cn2)CC1 | -3 | -7 | 0.6 | 1 | 0.2 | 2 | 14 | -6 | 10
Cn1c(SCC(=O)Nc2cc(Cl)cc(Cl)c2)nnc1-c1ccc2nonc2c1 | 67 | 12 | 0.6 | / | 1.7 | 14 | -6 | -14 | 2
CSCC[C@H](NC(=O)OC(C)(C)C)c1nnc(SCc2cccc(F)c2)o1 | 64 | -26 | -1.5 | -2 | -0.7 | 1 | 36 | -13 | 22
Cc1ccc2cccc(OCC(=O)N3CC(C)CC(C)C3)c2n1 (configuration not stated) | -11 | -1 | -0.6 | 9 | -0.7 | 18 | -53 | 3 | 8
Cc1ccc(CNC(=O)CCc2ccc(S(=O)(=O)NCC(C)C)cc2)cc1 | -1 | -6 | -0.4 | 0 | -1.0 | 16 | -4 | 20 | 10
Cc1oc(-c2ccc(Cl)cc2)nc1CN1CCCC(C(=O)N2CCN(C(=O)c3ccco3)CC2)C1 (configuration not stated) | / | 1[fluorescence artefact?] | 1.4 | 3 | 3.5 | 19 | -4 | -1 | 10
CC(OC(=O)c1cccc(N2C(=O)c3ccccc3C2=O)c1)C(=O)Nc1ccc(N(C)C)cc1 (configuration not stated) | -4 | 11 | 0.7 | -5 | -1.1 | 16 | 19 | -4 | 4
CCc1ccc(-c2ccc(SCC(=O)NCC3CCCO3)nn2)cc1 (configuration not stated) | -10 | -2 | 0.2 | -1 | -1.6 | 46[5 µM] | 8 | -5 | 2
CC1CCCCN1C(=O)COC(=O)/C=C/c1ccc2ccccc2n1 (configuration not stated) | -6 | 1 | 1.2 | -1 | 2.4 | 4 | -33 | 0 | 8
C#CCOc1nc2c(c(=O)n(C)c(=O)n2C)n1Cc1ccccc1 | 30 | -4 | 0.4 | / | 3.2 | -10 | 40 | -1 | 3
Cc1onc(-c2ccccc2)c1C(=O)N1CCC(C)CC1 | -4 | 4 | 0.4 | 6 | -2.1 | 2 | 38 | 12 | 13
CCN(CC(=O)Nc1cc(Cl)ccc1OC)CC(=O)NC1CCS(=O)(=O)C1 (configuration not stated) | 8 | 74* | 0.3 | / | 1.1 | 14 | 6 | 13 | 8
O=C(NNC(=O)C1CCN(Cc2ccccc2)CC1)c1cccs1 | -10 | 73* | 0.7 | 0 | 1.1 | 2 | 0 | -11 | 10

Filtered by structure: those above with a tert-butyl group (2)
SMILES | CHOP inhibitor | 14-3-3 Bad PPI | TRPML3 agonist | NPY Y1 blocker | zfTRPN1 agonist | PPC-1+TRAIL kill | EP2 mod | NPY1 pot ag | PGE2 EP2 inh
Cc1ccn(S(=O)(=O)c2ccc(C(C)(C)C)cc2)n1 | -9 | 11 | 0.5 | 2 | 1.1 | -16 | 5 | -13 | 17
CSCC[C@H](NC(=O)OC(C)(C)C)c1nnc(SCc2cccc(F)c2)o1 | 64 | -26 | -1.5 | -2 | -0.7 | 1 | 36 | -13 | 22
